Screening data (PubChem BioAssay)
Cardiac RTF inh: cardiac RTF calcium desensitization. IANBD-labeled cardiac RTF, Ca2+ fluorescence. inhibition, % at 7.15 µM. 340,000 tested, 0.12% active. AID 493244;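 active = inhibition above the mean inhibition of all tested compounds plus 3 SD, cut at about 17% in these data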;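 note: assay run at fixed EC70 calcium of 1.6 mM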
Rtt109 Vps75: inhibitors of Candida albicans Rtt109/Vps75 histone acetyltransferase | Q5AAJ8 | purified Rtt109/Vps75, ThioGlo CoA-SH fluorescence, 4 h | inhibition, % at 34.9 µM | 330,000 tested, 0.16% active;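 active = inhibition of at least 50% in every replicate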
Target sequence (Q5AAJ8 whole entry, looked up): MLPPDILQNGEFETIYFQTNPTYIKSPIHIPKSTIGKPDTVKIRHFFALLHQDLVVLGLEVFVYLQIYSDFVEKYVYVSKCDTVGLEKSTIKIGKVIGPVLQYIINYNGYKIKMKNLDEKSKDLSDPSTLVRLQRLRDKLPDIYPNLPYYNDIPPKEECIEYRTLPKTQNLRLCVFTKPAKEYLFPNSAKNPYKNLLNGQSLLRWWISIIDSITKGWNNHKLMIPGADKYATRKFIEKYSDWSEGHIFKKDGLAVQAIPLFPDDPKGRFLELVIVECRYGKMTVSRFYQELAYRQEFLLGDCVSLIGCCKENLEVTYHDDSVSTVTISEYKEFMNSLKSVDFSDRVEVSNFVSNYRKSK
SR-BI uptake up: SR-BI HDL lipid transfer activation; CHO ldlA[mSR-BI] cells, DiI-HDL uptake fluorescence, 3 h; 100 = double the neutral-control signal; activation, % at 12.5 µM; 320,000 tested, 0.096% active; AID 504775;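 active = mean replicate activation of at least 60% and every replicate at or above 60%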;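 note: 0% = median plate neutral-control signal and 100% = twice that signal; values of inactives mirror those of a sister screen read the other way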
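Test system: SR-BI-overexpressing, LDLR-lacking CHO cells; Also added: labelled HDL, 10 µg/mL; Measured by: bottom-read cell fluorescence after medium removal, ex 550/em 595 nm; Timing: 3 h uptake period with compound, 37 °C; Buffer or medium: F12, 0.5% BSA, 25 mM HEPES; Doses: single compound concentration, delivered by pin transfer.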
DAGLB inh: diacylglycerol lipase beta (human) inhibition; Q8NCG7; inhibition, % at 5.17 µM; HEK293T DAGLB membrane lysate, EnzChek fluorogenic substrate; 340,000 tested, 0.059% active; AID 504411; in the data active = inhibition above about 34%;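 note: 0% = enzyme with vehicle and 100% = wells lacking enzyme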
Target sequence (Q8NCG7 whole entry, looked up): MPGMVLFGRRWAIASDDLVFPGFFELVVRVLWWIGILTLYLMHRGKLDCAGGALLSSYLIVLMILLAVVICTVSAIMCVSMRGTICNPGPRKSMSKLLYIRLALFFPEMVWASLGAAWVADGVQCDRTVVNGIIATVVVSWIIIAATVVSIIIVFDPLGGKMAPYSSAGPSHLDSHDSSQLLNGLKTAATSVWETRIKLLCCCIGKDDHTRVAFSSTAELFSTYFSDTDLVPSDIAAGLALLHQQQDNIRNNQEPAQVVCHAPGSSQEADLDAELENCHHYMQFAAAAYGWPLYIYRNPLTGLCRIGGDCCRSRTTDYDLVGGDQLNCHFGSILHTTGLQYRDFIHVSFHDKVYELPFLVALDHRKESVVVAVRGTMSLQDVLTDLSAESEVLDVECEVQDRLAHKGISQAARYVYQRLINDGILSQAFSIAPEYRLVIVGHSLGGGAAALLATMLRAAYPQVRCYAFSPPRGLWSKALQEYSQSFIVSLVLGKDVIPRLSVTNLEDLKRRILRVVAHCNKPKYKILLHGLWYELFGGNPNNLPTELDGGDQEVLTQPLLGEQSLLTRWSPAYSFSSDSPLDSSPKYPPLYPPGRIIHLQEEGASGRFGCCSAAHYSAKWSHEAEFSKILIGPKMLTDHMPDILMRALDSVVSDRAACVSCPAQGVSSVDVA
CAL PDZ FP-1: inhibitors of human CAL PDZ peptide binding; Q9HD26; purified CAL PDZ, TMR-peptide fluorescence polarization, 1 h; inhibition, % at 20 µM; 330,000 tested, 0.02% active; AID 504414;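 active = highest replicate inhibition of at least 40%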;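 note: plate controls were DMSO neutral control wells for no effect and unlabeled competitor peptide control wells for full effect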
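Material – purified CerCALP PDZ construct · Detection – FP readout, S and P plane fluorescence · Measure – percent inhibition from loss of millipolarization · Controls – unlabelled peptide for full inhibition, DMSO wells as neutral · Probe or stimulus – TMR-labelled reporter peptide T*-PRC34 bound in PDZ groove · Times – 1 h at RT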
C-LANA FP: KSHV C-LANA DNA binding inhibition; MBP-C-LANA/FAM-LBS DNA binding, fluorescence polarization; inhibition, % at 9 µM; 340,000 tested, 0.078% active; AID 504423;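 active = highest replicate inhibition at or above 60% at 9 µM, even if other replicates fall short; inactive = all replicates below 60% inhibition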;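 note: 0% = neutral control wells and 100% = 4 µM acridine orange control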
PKA-R2B act: PKA-R2B complex activation; activation, % at 11.4 µM; 340,000 tested, 0.079% active; PKA-R2B holoenzyme dissociation, Cy5-IP20 fluorescence polarization; R2B truncated from residue 108, S112A mutant; 0% DMSO only, 100% 113 µM cGMP;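 active = activation above a cutoff set at the mean over all compounds plus 3 SD, cut at about 18% in these data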;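 note: higher means more holoenzyme dissociation and a rise in polarization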
CAL PDZ FP-2: CAL PDZ (human) peptide binding inhibition; purified CAL PDZ, TMR-peptide fluorescence polarization, 1 h; inhibition, % at 24.9 µM; 300,000 tested, 0.92% active; AID 602252;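 active = mean inhibition of at least 30% with at least half of replicates also reaching 30%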;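 note: 0% = DMSO neutral control and 100% = excess unlabeled competitor peptide PRC23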
Keap1-Nrf2 PPI: disrupts human Keap1 binding to Nrf2 peptide. Q14145. Keap1 Kelch-Nrf2 peptide fluorescence polarization, 1536-well. inhibition, % at 9.4 µM. 340,000 tested, 0.15% active. AID 504523; in the data active = inhibition above about 12%;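 note: human Keap1 Kelch domain with fluorescein labeled Nrf2 9mer peptide probe; 0% = neutral control wells and 100% = peptide positive control; higher means more block of Keap1 binding to Nrf2 peptide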
cardiac RTF act: cardiac RTF calcium sensitization | 340,000 tested, 0.24% active | activation, % at 7.2 µM | IANBD-labeled TnC RTF fluorescence at EC20 calcium; 0% EC20 calcium, 100% full calcium | AID 493008;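 active = activation above the mean over all tested compounds plus 3 SD, cut at about 30% in these data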;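 note: rise in fluorescence read as greater calcium sensitivity of cardiac thin filaments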
* hit, by the source's call; nt = not tested or not shown.

SMILES	DAGLB inh	PKA-R2B act	SR-BI uptake up	CAL PDZ FP-2	cardiac RTF act	Rtt109 Vps75	Keap1-Nrf2 PPI	C-LANA FP	Cardiac RTF inh	CAL PDZ FP-1
COc1cc(C(=O)NCC(C)C)cc(OC)c1OC	-0.6	-5.4	-3.8	-0.9	-1.6	1.4	-1.9	-4.9	3.4	-0.2
CN(C(=O)CSc1nc2ccccc2n1CCc1ccccc1)C1CCS(=O)(=O)C1 (centres undefined)	-4.5	-8.1	-0.7	-1.1	6.1	-1.4	0.7	1.5	-3.0	-0.8
COc1ccc(-c2nnc(SCC(=O)N3CCCC3)o2)cc1	-1.2	-4.0	nt	nt	0.8	-7.4	-2.0	-2.4	-3.0	-0.9
COC(=O)CSc1nnc(-c2ccco2)n1Cc1ccco1	-2.4	3.4	19.4	-2.3	6.4	-10.2	-2.8	0.3	-17.1	nt
O=C(NNC(=O)C1CCC1)c1ccccc1	-2.2	-0.6	3.2	-2.5	2.5	-2.1	1.5	-0.6	-4.0	-1.5
CCCS(=O)(=O)N1CCCC(C(=O)NCCCN(C)c2ccccc2)C1 (centres undefined)	-1.5	-1.3	nt	-0.7	2.4	-1.8	-2.2	-0.1	-1.1	-1.1
COc1ccc(CC(=O)Nc2cccc(S(=O)(=O)N3CCCCCC3)c2)cc1OC	0.3	-5.2	-48.0	-7.0	-3.5	3.0	-0.2	-0.9	4.8	-2.1
C/C(=N\NC(=O)c1nnn(-c2nonc2N)c1COc1ccc(F)cc1)c1ccc(Cl)cc1	2.4	4.6	10.8	2.0	-10.3	3.4	-0.1	3.6	-7.2	0.1
C[C@H](CO)N1C[C@H](C)[C@@H](CN(C)C(=O)Nc2ccc(C(F)(F)F)cc2)Oc2ccc(NC(=O)C3CCCCC3)cc2C1=O	2.4	-3.5	-20.2	12.9	-7.5	-11.4	-8.9	1.1	-0.1	-1.5
CNC(=O)c1cccc2nc3ccccc3nc12	nt	nt	14.0	nt	nt	-5.3	-3.0	-1.6	nt	-0.4
COc1ccc(NC(=O)C2=NN(C3CCS(=O)(=O)C3)C(=O)CC2)cn1 (centres undefined)	-0.2	1.0	16.9	-3.8	2.0	3.2	-1.8	1.8	6.3	-2.3
O=C(Nc1cccc(S(=O)(=O)N2CCCCC2)c1)C1CCCN1S(=O)(=O)c1ccccc1F (centres undefined)	-0.2	6.8	-21.5	-16.4	-0.8	-0.8	-1.8	-1.8	-3.9	-0.8
COC(=O)c1ccccc1NC(=O)Cn1c(SC)c(F)cnc1=O	-1.5	-4.7	15.5	-2.7	4.5	10.2	0.1	0.7	-11.2	-1.2
CC1CCN(Cc2cc(=O)oc3ccc(C(C)C)cc23)CC1	-11.7	-0.9	-37.0	-2.0	-1.9	-2.0	-2.6	1.9	-8.5	-1.2
COc1cc(C)c(S(=O)(=O)N2CCCC2)cc1C(C)C	-5.0	-4.2	-31.3	1.6	-2.2	7.7	3.1	-0.7	-6.8	-0.7
Cc1cc(C)n(-c2n[nH]c(=O)c3ccccc23)n1	-1.1	-5.5	2.6	0.5	-2.0	-1.3	-2.2	-7.5	-5.0	-0.5
COc1ccc(C(=O)N(Cc2ccco2)C(C(=O)NC2CCCC2)c2ccc(O)cc2)cc1OC (centres undefined)	-5.7	12.8	24.6	-3.7	-6.4	30.0	1.7	3.5	-1.7	-3.3
COc1ccccc1C=NN=C(NN=Cc1ccccc1OC)NN=Cc1ccccc1OC	-0.3	-9.2	-26.8	-1.5	0.3	0.6	2.6	-0.7	-13.2	0.2
COc1ccc(CC(=O)N2CCCC(CNC(=O)c3ccccc3Cl)C2)cc1 (centres undefined)	0.2	-6.5	9.2	3.6	5.1	-13.3	-2.3	-0.2	-11.7	-1.2
Cc1ccc(NC(=O)CCn2cnc3ccccc3c2=O)cc1	-2.4	-0.6	-1.4	-2.2	5.5	-7.0	0.3	0.7	-7.4	-0.4
CCOC(=O)c1c(NC(=O)c2ccoc2C)sc(C(=O)N(C)C)c1C	-2.0	-18.9	-23.2	-1.5	-9.8	-6.8	-1.1	0.3	-13.7	-2.9
COc1ccc(-n2nc(C(=O)NCC(=O)N3CCN(c4ccccc4)CC3)c3ccccc3c2=O)c(OC)c1	1.1	10.0	nt	-1.9	7.4	-14.4	2.2	-0.1	8.4	-2.6
NNC(=O)CC12CC3CC(C1)CC(n1ncnn1)(C3)C2	-2.7	-2.1	22.0	-0.3	10.6	2.5	-3.2	-1.7	-2.7	-0.3
Cc1ccccc1NC(=O)NCC1CCN(C(=O)OC(C)(C)C)CC1	-2.7	-5.9	nt	-0.5	-1.2	nt	1.5	-0.1	1.3	-0.5
COc1ccc(-c2cc(C(=O)N3CC4(C)CC3CC(C)(C)C4)no2)cc1 (centres undefined)	-2.8	2.4	-59.6	nt	2.6	1.9	3.2	1.3	-10.6	-0.9
O=C(C1CCC(CNS(=O)(=O)c2cccs2)CC1)N1CCCCC1 (centres undefined)	1.9	-5.1	33.9	nt	5.5	3.5	-4.0	-2.1	-3.5	0.5
CC1(c2ccc(OC(F)F)cc2)NC(=O)N(CC(=O)NCCC2=CCCCC2)C1=O (centres undefined)	1.9	-3.0	-14.1	nt	3.2	-8.9	0.6	0.0	-4.2	0.5
COc1ccccc1N1CC(C(=O)OCC(=O)Nc2c(C)cccc2C)CC1=O (centres undefined)	-1.9	-2.0	10.9	-1.4	-4.0	0.8	-3.1	-0.5	-0.7	0.8
COC(=O)CC1C(=O)NCCN1C(=S)Nc1cc(C)cc(C)c1 (centres undefined)	0.7	-14.1	7.8	0.9	-4.4	0.6	-4.5	1.8	-8.0	-1.4
O=C(NCC1CCCN(Cc2ccc3c(c2)OCCO3)C1)c1ccc2c(c1)OCO2 (centres undefined)	-1.9	3.1	22.1	0.1	-7.1	10.8	-0.4	nt	4.9	nt
CC(C)(C)C1CCC(=O)N(CCOc2ccccc2)CC1 (centres undefined)	-5.6	0.5	-17.3	4.6	-2.0	0.3	2.3	0.9	-4.3	-0.5
CC1Sc2ccc(S(=O)(=O)CCC(=O)NC3CCCC(C)C3C)cc2NC1=O (centres undefined)	-0.9	-11.6	14.9	-14.7	1.7	-1.2	0.8	-0.7	2.2	-2.5
COc1cc(/C=N/n2c(C)nnc2C)cc(OC)c1OC	1.3	0.2	25.4	-4.6	5.5	-2.6	-1.8	-1.4	-5.1	-0.8
C=CCNC(=S)N/N=C/c1ccc(OCc2ccccc2Cl)cc1	-3.2	5.8	-15.7	nt	1.6	2.1	-1.8	-0.4	-5.6	-2.8
CCCn1nc(C(=O)OCC(=O)Nc2ccc(C(N)=O)cc2)c2ccccc2c1=O	1.7	3.3	6.6	-5.2	-0.1	-9.9	-9.1	-0.8	-4.2	0.5
CCN(CC)CCn1cnc2c1c(=O)n(CCOC(=O)c1cc(OC)c(OC)c(OC)c1)c(=O)n2C	-2.2	-1.3	6.1	-3.4	7.1	1.2	-2.0	-0.1	-1.3	1.1
COc1cc(C(c2c(C)n(C)n(-c3ccccc3)c2=O)c2c(C)n(C)n(-c3ccccc3)c2=O)cc(Br)c1O	-2.0	2.3	19.6	7.0	1.2	-11.9	-1.0	3.2	-3.9	nt
CCCCCn1c(N2CCC(C(N)=O)CC2)nc2c1c(=O)[nH]c(=O)n2C	-5.8	-0.1	6.7	-0.5	-1.9	0.8	3.2	0.2	-1.7	-0.8
CCC1(c2ccc(F)cc2)NC(=O)N(CC(=O)Nc2ccc(N3CCCCC3)cc2)C1=O (centres undefined)	0.8	-5.4	-49.8	0.1	5.3	1.0	-5.2	-1.1	2.2	-0.2
COC(=O)c1cc(NC(=O)CSc2nnc(N)s2)ccc1Cl	3.3	-10.6	-12.8	-0.3	13.2	3.1	-4.7	0.3	-4.0	-3.6
COCCn1c(=NC(C)=O)sc2cc([N+](=O)[O-])ccc21	-0.7	-16.4	-8.3	-2.9	0.2	-1.9	-0.2	1.5	0.3	-0.5
C[C@H](NC(=O)c1nc[nH]c1C(=O)NC1CCN(C(=O)OC(C)(C)C)CC1)C(=O)OCc1ccccc1	-0.7	-17.8	33.9	-3.0	4.9	19.2	0.8	0.2	4.4	-0.5
c1ccc2c(c1)ccc1ncccc12	-2.9	-5.8	22.8	-8.4	-5.1	16.3	-4.4	-0.8	18.2*	-1.3
CCCCOCCCNC(=O)N[C@@H](CC(C)C)C(=O)O	-5.1	-1.7	27.1	-0.1	-4.4	nt	-6.9	0.3	-1.0	-1.8
CN(C)S(=O)(=O)Oc1cccc(C(=O)Nc2cccc(Cl)c2)c1	-3.2	-12.0	-27.1	-3.6	6.3	-9.6	0.1	0.4	-2.5	-1.6
O=C(O)/C=C/C(=O)N1CCN(C(=O)/C=C/C(=O)O)CC1	-3.3	-6.7	13.5	0.7	3.8	1.4	0.2	1.0	1.9	0.5
CC(C)(C)C(=O)CN1CCN(C2c3ccccc3-c3ccccc32)CC1	-2.2	0.9	-51.1	-5.7	-2.7	-0.6	0.9	3.4	-6.5	-0.9
COc1cc(NC(=O)c2ccccc2F)ccc1NC(=O)c1ccccc1Cl	1.2	-14.4	-93.3	0.9	0.0	3.2	-3.8	-1.9	-11.4	-2.3
Cc1cc(Cl)ccc1OCC(=O)Nn1c(C)ccc1C	7.6	9.0	-37.2	-5.0	-0.6	-0.4	-6.7	-0.3	-20.2	-0.6
Cc1cc(C)c(S(C)(=O)=O)c(Oc2ccccc2C)n1	-0.9	1.5	-5.7	-3.0	1.6	-8.3	-4.6	1.7	-8.4	nt
CN(C)c1ccc(C(=O)OCc2ccccc2)cc1	-17.8	4.1	5.4	0.7	-1.8	-1.5	6.5	-0.3	2.9	-3.3
O=Cc1ccc(Cl)c(Cl)c1	-1.1	-2.2	-6.1	-3.6	-4.4	-8.1	-4.2	-1.5	-3.9	-0.6
C=CCn1c(-c2ccccc2)c[nH]c1=S	1.9	-0.5	15.1	6.5	-0.3	-0.8	-1.3	0.3	-7.8	-1.1
Cc1ccc(S(=O)(=O)NCC(=O)OCC(=O)Nc2cccc(S(=O)(=O)NC3=NCCCCC3)c2)cc1C	-1.0	-3.8	18.6	-5.7	-1.3	-3.0	3.5	-11.0	-3.5	-0.2

Nothing new here: entries from further up.
SMILES	DAGLB inh	PKA-R2B act	SR-BI uptake up	CAL PDZ FP-2	cardiac RTF act	Rtt109 Vps75	Keap1-Nrf2 PPI	C-LANA FP	Cardiac RTF inh	CAL PDZ FP-1
Cc1cc(C)c(S(C)(=O)=O)c(Oc2ccccc2C)n1	-0.9	1.5	-5.7	-3.0	1.6	-8.3	-4.6	1.7	-8.4	nt
CN(C)c1ccc(C(=O)OCc2ccccc2)cc1	-17.8	4.1	5.4	0.7	-1.8	-1.5	6.5	-0.3	2.9	-3.3
